# VLA-4 inh: inhibition in a human VLA-4 binding assay. P13612. VLA-4 expressing cells, ligand binding flow cytometry. inhibition, % (about 7 µM as worked out from the volumes in the protocol). 330,000 compounds, 0.2% hits. AID 2557; in the data active = inhibition above about 50%
# GLD-1 TGE inh: GLD-1-TGE RNA interaction inhibition (C. elegans); Q17339; 320,000 compounds, 0.44% hits; AID 2280; purified GLD-1 + fluorescein TGE RNA, fluorescence polarization; inhibition, % at 5.96 µM;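 active = percent inhibition above a per-plate cutoff, the plate mean of test compounds plus 3 SD, cut at about 30% in these data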;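 also: 0% = DMSO wells with GLD-1 and probe and 100% = wells lacking GLD-1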
# MEX-5 binding: C. elegans MEX-5 TCR-2 RNA binding activity. MEX-5/FITC-TCR2 RNA binding, fluorescence polarization; hits give low values. 300,000 compounds, 0.38% hits. activity score (negative = inhibition of binding), % at 10 µM. Q9XUB2;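 active = inhibition past about -25% in most replicates, and total fluorescence under double the plate's negative control median, limit read from the data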;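 also: 0% = DMSO and -100% = 5 µM competing unlabeled TCR2 RNA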
# Fam108B counter: counter-screen for RBBP9 inhibitors: inhibitors of mouse Fam108B. recombinant Fam108B, FP-Rh probe fluorescence polarization. inhibition, % at 9.51 µM. 300,000 compounds, 0.33% hits;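 active = inhibition above the screen mean inhibition plus 3 SD, computed separately per campaign, cut at about 18% in these data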;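 also: inhibitors lower polarization as less probe binds the enzyme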
# CIT2 TOR yeast: yeast TOR pathway CIT2-GFP modulation. S. cerevisiae CIT2-GFP strain, flow cytometry, 3 h; 100 means same as DMSO wells. GFP response vs DMSO, % at 10 µM. 320,000 compounds, 0.065% hits. AID 2029;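 active = GFP response relative to DMSO above a set limit, near the screen mean plus 3 SD, cut at about 150% in these data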;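 also: ratio of well median GFP fluorescence to mean of DMSO wells on the plate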
# AGP1 TOR yeast: modulators of TOR pathway AGP1-GFP in S. cerevisiae. S. cerevisiae AGP1-GFP multiplex flow cytometry, 3 h; GFP as percent of DMSO wells. GFP response vs DMSO, % at 10 µM. 320,000 compounds, 0.02% hits. AID 2066;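 active = GFP response relative to DMSO above a set limit, near screen average plus 3 SD, cut at about 150% in these data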;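 also: median GFP channel fluorescence of the gated AGP1 strain per well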
# MCL1-BIM inh: inhibitors of human MCL1 binding to BIM-BH3 peptide; 320,000 compounds, 0.68% hits; GST-MCL1 / FITC-Bim-BH3 fluorescence polarization; inhibition, % at 10.9 µM;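 active = inhibition above the mean inhibition of all tested compounds plus 3 SD, set per campaign, cut at about 40% in these data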;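 also: 0% = DMSO wells and 100% = unlabeled Bim-BH3 peptide control; higher means more loss of mP so more displacement of Bim peptide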
# Bcl-xL primary: inhibitors of human Bcl-xL; AID 2129; Q07817; inhibition, % at 10.9 µM; GST-Bcl-xL / FITC-Bim BH3 peptide fluorescence polarization; 320,000 compounds, 0.7% hits;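 active = inhibition above the mean of all tested compounds plus 3 SD, cutoff set per campaign, cut at about 30% in these data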;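 also: 0% = DMSO wells and 100% = unlabeled Bim-BH3 peptide competitor; inhibitors lower millipolarization by displacing the labeled peptide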
# Target sequence (Q07817 whole entry, looked up): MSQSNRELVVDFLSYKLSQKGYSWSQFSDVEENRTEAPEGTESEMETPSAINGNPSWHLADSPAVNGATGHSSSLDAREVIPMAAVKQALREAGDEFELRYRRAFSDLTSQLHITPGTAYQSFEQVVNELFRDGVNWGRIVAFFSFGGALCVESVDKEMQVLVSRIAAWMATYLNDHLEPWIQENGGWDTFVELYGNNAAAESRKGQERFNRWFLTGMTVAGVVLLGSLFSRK
# GRK2 inh: inhibitors of human GRK2 displacing RNA aptamer | P25098 | bead flow cytometry, FAM-aptamer displacement from GRK2 | inhibition of aptamer binding, % at 10 µM | 330,000 compounds, 0.59% hits;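 active = inhibition of aptamer binding above 40%, roughly 3 SD of noise, on plates passing a quality check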;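 also: median bead fluorescence of bound FAM aptamer so fluorescent compounds give negative values; no value below 0 was filed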
# Target sequence (P25098 whole entry, looked up): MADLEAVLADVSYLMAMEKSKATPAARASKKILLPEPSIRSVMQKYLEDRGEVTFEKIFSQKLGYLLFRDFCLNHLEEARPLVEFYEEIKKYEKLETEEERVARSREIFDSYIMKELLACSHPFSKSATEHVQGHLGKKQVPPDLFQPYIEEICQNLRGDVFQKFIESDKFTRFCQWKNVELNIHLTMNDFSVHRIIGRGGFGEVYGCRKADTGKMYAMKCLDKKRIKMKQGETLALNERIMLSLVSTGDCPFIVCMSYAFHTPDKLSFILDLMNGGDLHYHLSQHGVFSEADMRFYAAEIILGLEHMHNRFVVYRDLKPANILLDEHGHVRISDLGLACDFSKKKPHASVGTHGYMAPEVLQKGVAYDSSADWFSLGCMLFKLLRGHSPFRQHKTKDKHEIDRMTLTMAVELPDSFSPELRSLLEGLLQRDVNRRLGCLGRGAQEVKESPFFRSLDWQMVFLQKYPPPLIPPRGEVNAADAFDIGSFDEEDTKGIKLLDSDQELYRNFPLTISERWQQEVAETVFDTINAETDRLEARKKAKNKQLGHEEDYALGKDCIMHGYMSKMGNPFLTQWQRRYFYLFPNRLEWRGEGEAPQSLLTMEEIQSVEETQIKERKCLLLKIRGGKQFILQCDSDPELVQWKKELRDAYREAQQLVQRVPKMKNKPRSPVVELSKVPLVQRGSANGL
# * = called active by the depositor; · = not tested or not shown; [ ] = remark or other dose.
SMILES,VLA-4 inh,GLD-1 TGE inh,MEX-5 binding,Fam108B counter,CIT2 TOR yeast,AGP1 TOR yeast,MCL1-BIM inh,Bcl-xL primary,GRK2 inh
O=C(Nc1ccc(S(=O)(=O)Nc2nccs2)cc1)c1cccc(S(=O)(=O)N2CCOCC2)c1,-2.9,2.3,0.1,-2.8,93.8,94.2,1.2,7.5,0.0
CC(=O)N1CCc2cc3nc(C)cc(C)c3cc21,8.5,-3.4,0.1,0.5,101.4,104.8,5.5,4.8,2.0
CCOC(=O)C1CCN(C(=O)CSc2ccc(Cl)cc2)CC1,-3.9,0.7,0.0,5.4,95.5,97.7,1.5,4.3,1.0
S=C(NCCc1ccc(Cl)cc1)NC1CCCC1,5.8,10.6,0.6,4.0,97.0,104.0,8.2,-2.8,3.0
C=CCn1c(SCC(=O)/C(C#N)=C(\C)N)nc2sc(CC)cc2c1=O,-6.0,-0.1,0.7,-2.8,99.6,91.5,2.9,0.9,0.0
Cc1ccc(CNC(=O)C2CCC(=O)N(C3CCCC3)C2)c(F)c1F (centres undefined),7.2,6.9,4.7,1.3,96.9,93.2,5.4,-0.5,2.0
O=C(CCn1nnc(-c2cccs2)n1)NCc1ccccc1Cl,3.6,-3.4,-0.6,0.5,93.5,91.5,5.8,0.4,2.0
COc1cc(C(=O)N(C)CCOc2ccc(C)cc2)ccc1OC1CCN(C(C)=O)CC1,2.7,-1.1,1.7,-2.0,105.6,103.6,-4.8,0.6,0.0
CC(=O)c1c(C)oc2ccc(O)c(CN3CCOCC3)c12,1.9,-2.5,-0.8,-0.8,·,108.9,-0.2,3.5,0.0
O=C(Nc1ncccn1)c1ccc([N+](=O)[O-])cc1Cl,-0.4,8.0,-5.4,4.0,102.9,98.5,8.8,3.0,1.0
CC(C)OCC(O)CS(=O)(=O)Cc1ccccc1 (centres undefined),0.3,-1.2,-2.0,-3.1,101.5,97.3,0.8,0.4,0.0
CCN1CCN(c2ccc(S(=O)(=O)N3CCCCC3)cc2NC(=O)C(C)Oc2ccc(F)cc2)CC1 (centres undefined),-0.6,-5.8,0.6,1.3,98.3,93.7,-13.8,-9.4,0.0
CCN=C1SC(C(=O)Nc2cccc(Cl)c2)CC(=O)N1CC (centres undefined),0.2,2.9,4.4,-0.5,89.4,90.3,-7.2,-0.2,1.0
O=C(COC(=O)c1c2c(nc3ccccc13)CCCCC2)NCc1ccc2c(c1)OCO2,-1.1,-2.6,3.0,-0.8,97.5,95.6,3.5,5.1,0.0
C=CCn1c(SCc2nc3ccccc3[nH]2)nnc1-c1ccc(OC)cc1,5.1,-3.0,1.8,-0.3,104.8,101.9,-4.5,-6.2,0.0
O=C(c1ccc(NS(=O)(=O)c2cccc(F)c2)cc1)N1CCCCC1,6.2,-0.1,-0.1,0.2,·,96.0,2.4,-1.8,0.0
COc1ccc(-c2nc(SCC(=O)Nc3cc(C)on3)n[nH]2)cc1,5.2,-3.5,-3.6,7.8,101.7,99.8,0.1,-0.1,3.0
O=C(CCl)c1ccc(Cc2ncc(C(F)(F)F)cc2Cl)s1,-9.5,7.8,-1.3,6.6,91.3,108.1,-1.3,4.8,0.0
COc1cc(C(C)=O)ccc1OC(=O)CN1C(=O)c2ccccc2C1=O,5.0,·,-1.9,·,90.8,91.2,·,·,4.0
C/C(=N\NC(=O)COc1ccc(C)cc1[N+](=O)[O-])c1ccc2c(c1)OCCO2,-1.2,6.4,-1.6,-2.0,97.6,93.0,4.3,1.2,0.0
CCCn1c(NCc2ccccc2NS(=O)(=O)c2ccc(C)cc2)nc2ccccc21,10.8,4.7,2.6,3.4,109.5,104.7,2.1,5.1,0.0
O=C(NCc1ccco1)c1ccc(N2CCCC2=O)cc1,4.4,4.0,4.0,0.2,83.5,97.0,-7.6,4.4,3.0
CN(CC(=O)Nc1ccc(F)c(F)c1)S(=O)(=O)c1cccc2nsnc12,-2.8,-5.3,·,0.1,90.1,97.8,2.2,-0.4,1.0
O=C(/C=C/c1ccccc1[N+](=O)[O-])N1CCN(C(=O)c2ccco2)CC1,0.3,-12.7,0.8,-2.5,90.2,95.8,-3.2,-2.8,0.0
Cn1cc2cc(NC(N)=S)ccc2n1,6.2,-0.1,-3.0,1.5,93.6,95.4,4.3,-1.6,4.0
CCOC(=O)c1cnc2c(C)c(Cl)ccc2c1N1CCN(CC)CC1,-2.4,10.0,2.2,2.8,111.6,106.5,2.9,0.4,0.0
O=C(c1cc2ccccc2oc1=O)N(Cc1ccccc1)CC1CCCO1 (centres undefined),7.8,1.2,-1.3,0.3,105.2,107.3,5.0,2.5,0.0
Cc1ccccc1CCNC(=O)C1CCCN(c2cnccn2)C1 (centres undefined),-3.7,2.0,1.4,-1.2,96.7,84.8,-2.9,0.0,0.0
CN1CCN(c2ccccc2NS(=O)(=O)c2ccc3c(c2)CCN3C(=O)C2CCC2)CC1,5.2,5.2,1.5,3.5,105.5,101.0,1.3,3.8,0.0
Cc1ccc(CNC(=O)CN2C(=O)C3(OCCCO3)c3ccccc32)cc1,0.9,5.7,-0.9,-4.2,103.7,98.7,7.6,5.7,0.0
O=C(CO/N=C/c1ccccc1)Nc1c(F)c(F)c(F)c(F)c1F,6.5,-1.9,0.9,-1.0,102.0,98.9,-4.2,-4.3,0.0
CCCCC(=O)Nc1ccc(C(=O)NCCc2ccccc2)cc1,14.0,6.5,2.2,-4.1,104.3,103.3,12.3,2.8,1.0
COc1ccc(OC)c(NC(=O)c2cccnc2)c1,12.1,-1.1,3.4,0.1,104.7,96.1,1.6,5.7,0.0
Cc1ccccc1C(=O)Nc1nnc(CC(=O)N/N=C/c2cn(Cc3ccccc3)c3ccccc23)s1,3.6,2.1,-1.5,-3.2,110.1,102.0,11.8,5.1,0.0
COc1cccc(NC(=O)CSc2nnc(-c3cccc(OC(C)C)c3)n2N)c1,1.6,3.1,1.4,0.0,·,104.2,-2.6,-10.9,0.0
COc1ccc(COC(=O)c2cccc(S(=O)(=O)N3CCCC3)c2)cc1F,0.0,5.2,0.5,2.2,105.3[may fluoresce green],102.0[may fluoresce green],-6.6,2.6,5.0
Cc1nnsc1S(=O)(=O)c1ccccc1,9.5,-2.5,3.3,-4.1,101.9,103.8,0.7,3.5,0.0
CN(CC(=O)NCc1ccccc1F)S(=O)(=O)c1ccc(Cl)cc1,5.6,3.6,-0.4,-5.7,95.6,99.3,-1.9,8.7,0.0
CCN(CC)CCCn1c(C)cc2c(c1=O)C(c1ccccc1)C(C#N)=C(N)O2 (centres undefined),11.8,7.9,0.5,4.5,110.7,106.4,-3.8,-1.8,0.0
CC(=O)c1c(C)[nH]c(C(=O)CSc2nc3ccccc3n2C)c1C,-0.1,-3.8,2.1,-12.8,89.2,95.2,8.0,-3.3,0.0
S=C(NNc1ccnc2cc(Cl)ccc12)Nc1ccccc1Cl,0.9,-4.9,0.8,3.0,108.6,98.0,-0.9,4.8,0.0
Nc1nc(CN2CCN(c3ccccc3)CC2)nc(N2CCCc3ccccc32)n1,4.2,4.0,1.4,-1.7,106.3,101.5,-3.2,1.9,2.0
O=C(NCCCn1ccnc1)Nc1ccc2c(c1)OCO2,16.9,9.2,-2.3,5.2,104.0,110.7,3.6,6.5,0.0
CN1C(=O)SC(Nc2cccc3ccccc23)C1=O (centres undefined),-12.0,3.6,1.1,6.3,92.3,96.4,15.7,3.7,2.0
COc1ccc(NC(=O)C2CCCN2C(=O)Nc2cccc(F)c2)cc1 (centres undefined),14.0,2.1,·,4.4,105.1,103.3,0.3,0.7,1.0
Cc1nc2c(C(=O)NCCc3ccccc3Cl)c[nH]n2c(=O)c1Cl,11.4,2.3,0.3,10.9,103.5,100.3,7.2,4.2,4.0
CCOC(=O)c1c(-c2ccc(C)o2)csc1NC(=O)CN(C)CC(=O)Nc1ccc(C)cc1,6.5,9.3,-1.7,-5.1,112.8,105.3,3.8,-3.1,0.0
Cn1c(=O)c2cn(-c3ccccc3)cc2n(C)c1=O,-7.2,1.8,0.0,7.4,91.1,92.2,7.0,8.3,0.0
COC(=O)C(Cc1ccccc1)NC(=O)c1ccc(NS(=O)(=O)c2ccc3[nH]c(=O)[nH]c3c2)cc1 (centres undefined),4.1,2.1,·,·,100.3,105.9,0.4,1.3,1.0
COc1ccc(-c2nc3n(c(=O)c2C#N)CCS3)cc1,0.3,1.4,2.7,-2.8,101.7,95.2,-14.6,-4.4,0.0
COC(=O)Sc1nc(N2CCOCC2)c2c(c1C#N)CC(C)(C)OC2,-33.0,0.3,0.9,-0.1,109.1,99.2,3.1,6.7,0.0
CCOc1ccccc1N1CCN(C(=O)c2c(C)noc2C)CC1,-7.3,5.8,-0.6,2.8,109.3,107.5,2.1,-0.9,4.0
COc1ccccc1CN1CCNC(=O)C1CC(=O)NCCc1cnccn1 (centres undefined),5.3,6.8,-2.9,-1.7,92.3,99.2,8.0,10.1,0.0
CCN(c1ccccc1)S(=O)(=O)c1ccc(C(=O)NCc2ccco2)cc1,20.1,9.8,·,·,93.8,95.0,·,·,0.0
Cc1ccc(C2(c3ccccc3)NC(=O)N(CC(=O)NC3(C#N)CCCC3)C2=O)cc1C (centres undefined),8.6,6.4,·,·,100.2,103.0,-8.9,1.7,0.0
CCOCCCN(C)C1CCN(C(=O)c2oc3ccccc3c2NC(=O)COc2ccc(F)cc2)CC1,10.2,1.6,-2.8,-2.3,104.4,95.5,-1.5,2.2,1.0
O=C1c2cccc3c(N4CCCCC4)ccc(c23)C(=O)N1c1ccccn1,-7.9,161.2*,-68.8*,2.9,101.2,96.1,171.9*,122.4*,0.0
COc1cc(OC)c(-c2nc3ccccc3s2)cc1OC,17.2,4.1,-1.7,7.8,90.9,93.4,3.6,0.4,1.0
CCCc1cc(C(=O)Nc2cc(Br)ccc2O)no1,-2.9,0.7,-2.0,-2.7,95.7,94.3,-4.3,-2.6,0.0
CC1Cc2cc(/C(O)=C3/C(=O)C(=O)N(Cc4ccncc4)C3c3ccc(N(C)C)cc3)ccc2O1 (centres undefined),9.1,-2.6,-0.9,0.1,107.4,103.8,2.6,6.3,1.0

# Further compounds follow.
SMILES,VLA-4 inh,GLD-1 TGE inh,MEX-5 binding,Fam108B counter,CIT2 TOR yeast,AGP1 TOR yeast,MCL1-BIM inh,Bcl-xL primary,GRK2 inh
COc1ccccc1N1CSC2=C(C#N)C(c3ccc(SC)cc3)CC(=O)N2C1 (centres undefined),-15.3,-10.0,-1.7,-0.1,90.2,97.7,-13.6,-15.3,3.0
Cc1cc(N/C(=N/S(=O)(=O)c2cc(F)ccc2F)c2ccccc2)n(-c2ccccc2)n1,-3.4,2.1,-0.2,-1.6,107.5,98.6,-5.5,3.4,0.0
C=CCNC(=O)c1ccc2c(c1)nnn2C,25.9,-2.6,2.2,0.3,87.5,102.7,3.3,9.5,0.0
S=C(N/N=C/c1ccccc1Cl)Nc1cccc(Cl)c1Cl,7.0,-4.1,2.0,-5.2,86.4,85.8,2.9,-0.3,3.0

# In a second layout: two of the compounds above
# Each structure is followed by: VLA-4 inh	GLD-1 TGE inh	MEX-5 binding	Fam108B counter	CIT2 TOR yeast	AGP1 TOR yeast	MCL1-BIM inh	Bcl-xL primary	GRK2 inh
Cc1cc(N/C(=N/S(=O)(=O)c2cc(F)ccc2F)c2ccccc2)n(-c2ccccc2)n1
  -3.4	2.1	-0.2	-1.6	107.5	98.6	-5.5	3.4	0.0
C=CCNC(=O)c1ccc2c(c1)nnn2C
  25.9	-2.6	2.2	0.3	87.5	102.7	3.3	9.5	0.0

# Screens deposited in PubChem by several laboratories.
